# Source: PubChem
# TIM10 inh: growth inhibitors of TIM10 yeast strain | S. cerevisiae TIM10 strain growth, BacTiter-Glo luminescence, 24 h | inhibition, % at 10 µM | 1.4% of 330,000 active | AID 463195;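 active means inhibition of 40% or more at the single tested concentration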;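 further: wild-type TIM10 isogenic control strain grown at permissive 25 °C; 0% = DMSO yeast wells and 100% = minimal medium wells without yeast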
# hIAP block: human IAP inhibition. 0.12% of 330,000 active. purified IAP, CDP-Star luminescence, 30 min. AID 2544. inhibition, % at 10 µM. P09923;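 active means inhibition reaching a set limit with compound at 10 µM in the primary screen, cut at about 35% in these data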;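 further: plate controls were DMSO wells with enzyme for no effect and no-enzyme buffer wells for full effect; values of inactives mirror those of a sister screen read the other way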
# Target sequence (P09923 whole entry, looked up): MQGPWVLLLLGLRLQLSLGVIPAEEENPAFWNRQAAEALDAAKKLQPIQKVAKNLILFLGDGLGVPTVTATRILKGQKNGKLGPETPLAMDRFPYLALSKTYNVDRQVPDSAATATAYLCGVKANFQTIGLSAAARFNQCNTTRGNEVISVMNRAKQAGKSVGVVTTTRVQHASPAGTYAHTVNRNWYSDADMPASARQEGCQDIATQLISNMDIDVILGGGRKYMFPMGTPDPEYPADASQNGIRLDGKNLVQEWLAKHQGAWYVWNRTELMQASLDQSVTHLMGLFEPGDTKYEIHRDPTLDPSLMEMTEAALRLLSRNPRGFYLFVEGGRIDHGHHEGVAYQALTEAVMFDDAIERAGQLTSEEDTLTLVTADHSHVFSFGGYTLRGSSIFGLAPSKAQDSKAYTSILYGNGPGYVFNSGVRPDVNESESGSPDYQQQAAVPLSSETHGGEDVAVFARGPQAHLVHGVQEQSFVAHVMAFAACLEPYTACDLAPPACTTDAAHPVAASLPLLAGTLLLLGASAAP
# APOBEC3G inh: APOBEC3G (human) deaminase inhibition; recombinant A3G, ssDNA deamination FAM/TAMRA fluorescence; inhibition, % at 20 µM; 0.28% of 330,000 active; AID 493012;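 active means inhibition of at least 40% at 20 µM, with no more than 30% in the related APOBEC3A deaminase screen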;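 further: plate controls were DMSO wells with A3G for no effect and wells lacking A3G enzyme for full effect; some compounds called inactive have numbers as strong as hits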
# Target sequence (Q9HC16 whole entry, looked up): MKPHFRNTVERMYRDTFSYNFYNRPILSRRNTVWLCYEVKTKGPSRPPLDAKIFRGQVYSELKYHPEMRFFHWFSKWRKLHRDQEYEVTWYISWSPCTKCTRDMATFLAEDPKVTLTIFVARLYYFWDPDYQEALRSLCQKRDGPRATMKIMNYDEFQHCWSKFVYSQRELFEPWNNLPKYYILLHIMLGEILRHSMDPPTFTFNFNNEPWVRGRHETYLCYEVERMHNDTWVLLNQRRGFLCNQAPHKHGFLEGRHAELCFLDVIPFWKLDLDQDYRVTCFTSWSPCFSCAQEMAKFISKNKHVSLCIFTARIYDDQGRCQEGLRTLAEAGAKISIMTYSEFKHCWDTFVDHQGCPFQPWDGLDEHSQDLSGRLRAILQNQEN
# mIAP block: mouse IAP inhibition; purified mouse IAP, CDP-Star luminescence, 30 min; inhibition, % at 10 µM; 0.2% of 330,000 active;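 active means inhibition of at least 40% at 10 µM in the primary screen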;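 further: plate controls were DMSO with enzyme for no effect and no enzyme wells for full effect; values of inactives mirror those of a sister screen read the other way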
# A3A deaminase: inhibitors of human APOBEC3A DNA deaminase; inhibition, % at 20 µM; recombinant A3A, FAM/TAMRA ssDNA deamination fluorescence; 0.41% of 330,000 active;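 active means at least 40% inhibition at 20 µM here, with at most 30% in a related deaminase screen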;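 further: plate controls were A3A with DMSO for no effect and wells lacking A3A enzyme for full effect; some results filed as inactive read as strong as hits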
# Target sequence (P31941 whole entry, looked up): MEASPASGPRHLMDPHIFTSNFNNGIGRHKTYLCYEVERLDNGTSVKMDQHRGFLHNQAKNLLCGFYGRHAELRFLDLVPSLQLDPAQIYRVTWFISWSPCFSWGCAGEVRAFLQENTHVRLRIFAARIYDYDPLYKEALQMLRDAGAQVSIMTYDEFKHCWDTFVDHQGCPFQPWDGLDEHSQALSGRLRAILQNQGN
# mIAP activ: increases mouse intestinal alkaline phosphatase activity. muIAP, CDP-Star luminescence, 30 min; active compounds read high; 1 = vehicle-only enzyme signal, 0 = enzyme-free wells. activation factor at 10 µM. AID 2805. 0.24% of 330,000 active;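 active means activation factor of at least 2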; further: the source names both 10 and 20 µM as test concentration; values of inactives mirror those of a sister screen read the other way
#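 System: mouse IAP enzyme. Reagent: CDP-Star chemiluminescent phosphatase substrate. Benchmarks: DMSO wells, no-enzyme wells. Times: 30 min enzyme-substrate-compound incubation at room temperature. Detection: luminescence from enzymatic CDP-Star hydrolysis. Doses: test compounds delivered from DMSO solution.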
# tim10-1 inh: growth inhibitors of tim10-1 mutant yeast. S. cerevisiae tim10-1 ts strain growth, BacTiter-Glo, 24 h. inhibition, % at 20 µM. 2.2% of 330,000 active. AID 463190;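 active means inhibition of at least 40%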;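 further: mutant grown at 25 °C; 0% = DMSO wells with yeast and 100% = wells holding no yeast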
# NALP3 yeast inh: NALP3 inhibition in yeast. inhibition, % at 10 µM. AID 2825. 0.39% of 330,000 active. Yeast reconstituted NLRP3/ASC/caspase-1, beta-gal luminescence, 24 h;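 active means inhibition of 50% or more; inactive means inhibition below 50%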;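 further: plate controls were induced DMSO wells for no effect and uninduced yeast grown without galactose for full effect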
# MIN6 prolif: MIN6 beta-cell proliferation induction | MIN6 cells proliferation, ATPlite luminescence, 48 h; cells starved in 0.2% serum; 100% = growth in 10% serum | proliferation, % at 10 µM | 0.29% of 330,000 active;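 active means compounds whose signal lies at least 3.5 SD above the mean of all wells on their plate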;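 further: 0% = DMSO-treated cells in low-serum medium and 100% = 10% serum control; some compounds called inactive have numbers as strong as hits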
# Numbers without * were called inactive. Hits appear at their usual frequency. About 4.6% of those tested had a hit in this group.
SMILES,TIM10 inh,hIAP block,APOBEC3G inh,mIAP block,A3A deaminase,mIAP activ,tim10-1 inh,NALP3 yeast inh,MIN6 prolif
Cc1ccccc1NC(=O)CCN1CCCCCC1,-5,-10,-3,4,-4,0.96,8,18,-3
COc1ccc(N2CCN(c3ncnc4scc(-c5ccc(F)cc5)c34)CC2)cc1,12,18,-10,9,-2,0.91,13,14,-7
COC(=O)[C@@H]1CCCN1C(=O)c1cc(COc2cccc3cccnc23)on1,20,10,-7,-2,-1,1,8,19,-1
Cc1nn(C)cc1CNC(=O)c1cccc(Br)c1,-11,-1,-8,-14,-5,1.1,4,12,-4
Cc1ccc(-c2noc(CC(c3ccccc3)c3ccccc3)n2)cc1,9,9,-1,6,2,0.94,6,13,-6
CCOC(=O)c1[nH]c(C)c(/C(O)=C2\C(=O)C(=O)N(CCN(C)C)C2c2ccncc2)c1C (stereo not given),-5,1,-3,-9,-5,1.1,1,-12,3
CC(=O)c1cccc(NC(=O)C2CC(c3ccc(F)cc3)=NO2)c1 (stereo not given),10,6,-5,9,3,0.91,17,17,-1
CCCn1nnnc1SCC(=O)N1CCN(C(=O)c2ccco2)CC1,-4,7,-5,11,-4,0.89,8,16,-1
O=C1c2cccnc2C(=O)N1Cc1ccc2c(c1)OCO2,-2,14,-2,7,0,0.93,0,11,2
O=C(/C=C/N1CCOCC1)c1ccc(-c2ccccc2)cc1,36,16,1,3,-3,0.97,1,22,-5
COc1cccc(OC)c1C(=O)OCC(=O)NCC(C)C,6,-6,-6,0,-3,1,8,15,-1
COC(=O)CCC(=O)Nc1sc(C)c(C)c1C(N)=O,5,3,57*,5,0,0.95,3,5,-3
CC(C)(C)C(=O)Nc1nnc(COc2ccc(Cl)cc2)s1,18,-3,-10,9,-3,0.91,26,39,0
COC(=O)c1cc(CSc2nnc(NC3CCCCC3)s2)oc1C,27,-12,-4,-2,0,1,28,4,-3
O=[N+]([O-])c1ccc(S(=O)(=O)NCC(c2ccco2)N2CCc3ccccc3C2)cc1 (stereo not given),10,4,-7,2,77*,0.98,6,8,-1
Cc1ccc(C23CCC(=O)N2C(C(=O)O)CS3)c(C)c1 (stereo not given),-2,-2,4,-5,0,1,16,35,-1
Cc1ccc(C2NC(=O)NC(O)(C(F)(F)F)C2C(=O)c2cccs2)o1 (stereo not given),-14,9,-2,5,2,0.95,7,6,2
CC(=O)N/C(=C\c1ccc(F)cc1)C(=O)NC(Cc1ccccc1)C(=O)O (stereo not given),0,-7,-4,1,2,0.99,-4,-12,4
CCCCn1c(N)c(N(CCOC)C(=O)COC(=O)c2ccccc2OCC)c(=O)[nH]c1=O,17,-1,-1,-4,8,1,-4,12,3
Cc1nn(-c2ccccc2)c2c1C(c1ccc(Cl)cc1)N(c1ccccc1)C(=O)N2 (stereo not given),21,13,-4,-11,-2,1.1,30,0,1
Cc1ccc(SCCOCCN2CC(C)OC(C)C2)cc1 (stereo not given),-77,-7,-3,-10,-9,1.1,-49,6,-2
Cc1ccc(/C=N\NC(=O)C2COc3cc4ccccc4cc3O2)o1 (stereo not given),-13,-3,-4,2,-1,0.98,24,25,-1
O=C(CN1c2ccccc2Sc2ccccc21)N/N=C/c1ccc([N+](=O)[O-])cc1,9,19,-6,20,-4,0.8,6,21,-4
Cc1cccc(NC(=O)Cn2nnc(-c3cccs3)n2)c1C,10,16,-5,-5,0,1,7,2,-2
CCN(CC)S(=O)(=O)c1cc(C(=O)Oc2cccc(-c3cnc4ccccc4n3)c2)ccc1OC,9,0,-2,3,2,0.96,17,-8,-6
# Next compounds follow:
SMILES,TIM10 inh,hIAP block,APOBEC3G inh,mIAP block,A3A deaminase,mIAP activ,tim10-1 inh,NALP3 yeast inh,MIN6 prolif
CCc1ccccc1NC(=O)C1=CC(c2ccc(OC)c(OC)c2)=NS(=O)(=O)N1C,-10,8,-9,8,-7,0.92,5,16,3
CCOC(=O)N1CCN(c2ccc(F)cc2[N+](=O)[O-])CC1,-8,-6,-6,-1,-3,1,12,21,-3
CC(=O)N1CCN(c2ccc(NC(=O)c3cccc([N+](=O)[O-])c3)cc2)CC1,9,0,-25,-4,-3,1,-6,17,-4
COc1ccccc1NC(=O)Nc1nc(CC(=O)Nc2ccc(F)cc2)cs1,-4,-10,-4,-12,-1,1.1,-8,-4,-1
Nc1cc(N)nc(SCC(=O)NCC2CCCO2)n1 (stereo not given),-6,6,-3,2,1,0.98,5,8,-3
Cn1ncc2c(NCc3ccccc3)nc(NCCCO)nc21,-7,-7,-8,4,-7,0.96,18,1,-3
CC(=O)c1c(C)[nH]c(C(=O)Nc2ccc(C)cn2)c1C,16,3,-4,8,-2,0.92,9,7,-6
CC(=O)Nc1ccccc1OCC(=O)NC(C)c1ccc(F)cc1 (stereo not given),4,-16,-6,-10,2,1.1,17,-1,0
CCS(=O)(=O)Nc1ccc(C2=NN(C(=S)Nc3ccccc3)C(c3ccco3)C2)cc1 (stereo not given),22,11,-4,15,-2,0.85,20,17,0
COc1ccc(NC(=O)CCN2CCCCCC2)c(OC)c1,-5,-8,-9,-2,-1,1,-20,4,-2
CCCCOc1ccc(CNn2c(C)nc3ccccc3c2=O)cc1,4,11,-5,-9,-5,1.1,25,23,-2
O=S(=O)(Nc1ccncc1)c1ccccc1,0,15,-2,-4,0,1,4,-5,-3
O=C(Nc1ccccc1)Nc1ccc(F)c([N+](=O)[O-])c1,5,16,-6,8,-2,0.92,11,9,-6
O=C(NC(=S)NCCc1ccccc1)c1ccco1,48*,-6,5,6,3,0.94,42*,-6,-1
Cc1noc(C)c1S(=O)(=O)N1CCC(C(=O)N2CCC(N3CCCCC3)CC2)CC1,-3,-18,-14,-20,-5,1.2,22,7,1
O=C(NCc1ccccc1)c1ccccc1OCC(=O)N1CCCCC1,-5,6,1,7,3,0.93,13,3,-4
CC(NC(=O)c1cccc(OC2CCN(C(=O)C3CC3)CC2)c1)c1ccc(F)cc1 (stereo not given),16,6,-3,2,3,0.98,6,9,3
CCOc1cccc(/C(O)=C2/C(=O)C(=O)N(CCN3CCOCC3)C2c2cccnc2)c1 (stereo not given),-11,-5,-4,2,-2,0.98,15,0,2
c1ccc(-c2cnc(-c3ccccc3)nc2)cc1,0,-6,4,-3,1,1,7,22,-3
CC1(C)N=C(/C=N/O)C=[N+]1[O-],9,-3,-3,-8,-1,1.1,7,18,0
COc1cccc(C(=O)OCC(=O)Nc2cc(C)on2)c1OC,0,8,-4,10,4,0.9,9,19,-1
CCSc1ccc([C@@H]2[C@@H]3C(=O)N(CC)C(=O)[C@@H]3[C@]3(C(=O)OC)CCCCN23)cc1,25,0,-6,2,-1,0.98,27,7,-5
CCC(=O)Nc1cccc(C2=NOC3(C2)C[C@@H](C(N)=O)N(C(=O)COc2ccc(Cl)cc2)C3)c1 (stereo not given in full),2,14,-13,-9,0,1.1,-1,8,5
COc1ccccc1C(=O)COC(=O)CNC(=O)c1ccc(Br)o1,4,8,-4,11,-2,0.89,8,14,2
Cn1/c(=N\NC(=O)c2ccccc2Cl)sc2ccccc21,5,16,-9,11,-2,0.89,6,10,0
# Continuation.
SMILES,TIM10 inh,hIAP block,APOBEC3G inh,mIAP block,A3A deaminase,mIAP activ,tim10-1 inh,NALP3 yeast inh,MIN6 prolif
C=CCn1c(C(CCCC)CC(C)O)n[nH]c1=S (stereo not given),-3,1,-4,9,8,0.91,5,10,-2
Fc1ccc(-n2c(Cc3ccccc3)nnc2SCc2nc(-c3cccs3)no2)cc1,8,10,1,3,0,0.97,19,12,-3
CCN(CC)CCNC(=O)COc1ccc(Cl)cc1Cl,-2,-91,-6,2,-4,0.98,-5,9,0
COCCNC(=S)N1CCN(S(C)(=O)=O)CC1,-12,-13,-8,0,-5,1,-1,3,1
COc1ccc(NC(=O)C2CCN(C(=O)Cc3ccccc3)CC2)cc1OC,11,-26,-10,-23,-5,1.2,9,6,-4
COc1ccc(N/C(N)=N/c2nc(C)c(Cc3ccccc3)c(=O)[nH]2)cc1,10,-48,-3,-11,-3,1.1,25,19,-3
C/C(=N\NC(=O)CN1CCN(Cc2ccccc2)CC1)c1ccncc1,-13,-8,-11,-5,-2,1,-12,1,-1
Cc1ccc(-n2nnnc2SCC(=O)NC2CCCc3ccccc32)c(C)c1 (stereo not given),23,16,-8,-8,-3,1.1,24,5,0
CCOc1ccc(CCNS(=O)(=O)c2c(C)n[nH]c2C)cc1OCC,-9,-5,-3,5,-3,0.95,-3,17,0
Cc1ccccc1-c1nc(CN2CCC(C(=O)NCCCN3CCCC3)CC2)c(C)o1,-6,8,-7,-4,2,1,11,10,-4
Cc1ccc(NC(=O)/C(C#N)=C/c2ccccc2C(F)(F)F)cc1,30,-2,0,14,1,0.86,34,5,-1
O=C(/C=C/c1c(Cl)nc2ccccn12)N1CCN(c2ccc(F)cc2)CC1,22,-13,5,-5,3,1,39,10,-3
Cn1c(=O)c2cc(S(=O)(=O)NCCC(=O)NCc3ccccc3Cl)ccc2n(C)c1=O,-4,-3,-2,0,2,1,11,3,2
CC1(c2nnc(-c3ccncc3)o2)CC(c2cccnc2)=NO1 (stereo not given),2,6,-8,-14,-5,1.1,-6,17,-2
O=C(CSCc1ccccc1)N1CCN(S(=O)(=O)c2ccc(F)cc2)CC1,-3,-16,-3,-5,-2,1,20,17,-1
O=C1OC[C@H]2CCCN2C(=O)[C@@H](CC(=O)N(CCO)Cc2ccccc2)C/C=C\C[C@H]1Cc1ccc(F)cc1,9,13,-7,0,-3,1,13,7,1
O=S(=O)(c1ccccc1)N1CCC(O)(CSc2ccc(Cl)cc2)CC1,43*,8,-4,-4,0,1,44*,-2,-5
CN1CCN(C2Cc3cc(F)ccc3Sc3ccc(Cl)cc32)CC1 (stereo not given),26,8,21,4,-6,0.96,32,34,-4
CCC(=O)Nc1ccc(NC(=O)c2ccc3ccccc3c2)cc1,-12,6,-1,8,1,0.92,2,-6,0
Cc1cc(C)c(C)c(S(=O)(=O)Nc2cccc(S(=O)(=O)Nc3ccccc3C(=O)O)c2)c1C,12,21,-4,7,-1,0.93,-5,9,2
CCOc1ccccc1NC(=O)CSc1nc(N)c(C#N)cc1C#N,-29,7,-3,10,0,0.91,-5,14,0
CCN(CC)CCOC(=O)c1ccc(NC(=O)CCCN2C(=O)S/C(=C/c3ccc(OC)cc3)C2=S)cc1,-5,-4,-2,6,3,0.94,25,20,-4
C#CCOCCOCCOCCNc1nc(N2CCN(C(=O)CCCCCCCCCCNC(=O)Cn3cc(C[C@@H](C)O)nn3)CC2)nc(N2CCN(C(=O)CCCCCCCCCCNC(=O)Cn3cc(C[C@@H](C)O)nn3)CC2)n1,-5,15,-5,-14,-3,1.1,4,11,-8
OC(CNCc1ccccc1)(c1ccc(F)cc1)c1ccc(F)cc1,20,7,-6,16,-2,0.84,23,10,-3

# 4 entries picked at random from those above, as already listed:
SMILES,TIM10 inh,hIAP block,APOBEC3G inh,mIAP block,A3A deaminase,mIAP activ,tim10-1 inh,NALP3 yeast inh,MIN6 prolif
CC1(c2nnc(-c3ccncc3)o2)CC(c2cccnc2)=NO1 (stereo not given),2,6,-8,-14,-5,1.1,-6,17,-2
O=C(/C=C/c1c(Cl)nc2ccccn12)N1CCN(c2ccc(F)cc2)CC1,22,-13,5,-5,3,1,39,10,-3
COc1ccc(N/C(N)=N/c2nc(C)c(Cc3ccccc3)c(=O)[nH]2)cc1,10,-48,-3,-11,-3,1.1,25,19,-3
O=S(=O)(c1ccccc1)N1CCC(O)(CSc2ccc(Cl)cc2)CC1,43*,8,-4,-4,0,1,44*,-2,-5
